NSD2 inh = blocks human NSD2 histone methyltransferase activity; O96028; NSD2-SET H3K36me1 DELFIA fluorescence, biochemical; inhibition, % at 12.5 µM; hit rate 0.07% among 44,000; in the data active = inhibition above about 54%, passing the limit was not always enough; inconclusive = no clear call, values can overlap the other calls;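 also: inhibitors reduce the monomethyl H3K36 fluorescence signal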
Target sequence (O96028 whole entry, looked up): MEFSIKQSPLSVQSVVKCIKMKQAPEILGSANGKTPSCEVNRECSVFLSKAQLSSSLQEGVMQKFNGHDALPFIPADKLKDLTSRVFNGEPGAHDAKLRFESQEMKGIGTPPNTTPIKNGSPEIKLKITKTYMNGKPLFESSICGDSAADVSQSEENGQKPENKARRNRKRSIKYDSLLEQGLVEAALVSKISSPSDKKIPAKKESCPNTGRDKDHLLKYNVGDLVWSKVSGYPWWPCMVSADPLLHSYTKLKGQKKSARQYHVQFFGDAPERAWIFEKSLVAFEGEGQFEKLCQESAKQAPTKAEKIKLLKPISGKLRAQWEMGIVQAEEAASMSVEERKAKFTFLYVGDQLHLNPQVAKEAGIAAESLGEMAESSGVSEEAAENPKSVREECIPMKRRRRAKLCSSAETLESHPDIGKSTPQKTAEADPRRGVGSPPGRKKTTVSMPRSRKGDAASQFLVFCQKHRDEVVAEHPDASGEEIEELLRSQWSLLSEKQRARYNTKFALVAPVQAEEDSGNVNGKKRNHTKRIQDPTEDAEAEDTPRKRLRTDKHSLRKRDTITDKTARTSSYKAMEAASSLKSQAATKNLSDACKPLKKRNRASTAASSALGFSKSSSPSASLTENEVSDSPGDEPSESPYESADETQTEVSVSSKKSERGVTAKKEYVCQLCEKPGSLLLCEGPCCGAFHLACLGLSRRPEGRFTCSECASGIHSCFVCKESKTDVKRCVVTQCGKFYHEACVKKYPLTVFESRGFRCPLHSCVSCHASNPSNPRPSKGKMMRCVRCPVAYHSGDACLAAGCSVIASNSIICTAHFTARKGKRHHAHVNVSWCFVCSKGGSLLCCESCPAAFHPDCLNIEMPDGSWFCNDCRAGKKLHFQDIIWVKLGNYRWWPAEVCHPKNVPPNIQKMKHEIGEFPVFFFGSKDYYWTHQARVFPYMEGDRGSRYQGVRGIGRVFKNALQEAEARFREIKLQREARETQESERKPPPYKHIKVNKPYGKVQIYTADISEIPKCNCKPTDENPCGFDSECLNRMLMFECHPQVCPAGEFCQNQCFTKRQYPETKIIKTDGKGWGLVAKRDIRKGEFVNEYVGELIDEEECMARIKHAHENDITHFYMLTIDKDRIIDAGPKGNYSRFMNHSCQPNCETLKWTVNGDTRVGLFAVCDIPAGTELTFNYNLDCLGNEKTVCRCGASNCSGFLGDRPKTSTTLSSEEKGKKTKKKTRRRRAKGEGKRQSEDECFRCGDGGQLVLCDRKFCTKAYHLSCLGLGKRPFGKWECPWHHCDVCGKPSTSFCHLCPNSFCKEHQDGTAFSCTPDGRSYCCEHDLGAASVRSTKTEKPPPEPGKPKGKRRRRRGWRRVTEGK
* = called active by the depositor; u = inconclusive.

> C[C@H](CO)N1C[C@H](C)[C@H](CN(C)C(=O)C2CCCCC2)Oc2cc(-c3ccc(F)cc3)ccc2S1(=O)=O
  NSD2 inh: -8.6

> COCC(=O)N(C)C[C@@H]1Oc2ncc(-c3ccccc3F)cc2C(=O)N([C@@H](C)CO)C[C@H]1C
  NSD2 inh: u

> C[C@H]1CN([C@@H](C)CO)C(=O)Cc2cc(NS(=O)(=O)c3cn(C)cn3)ccc2O[C@H]1CN(C)Cc1ccc(C(=O)Nc2ccccc2N)cc1
  NSD2 inh: -6.0

> O=C(CCCCCC(=O)Nc1ccccc1O)N/N=C/c1ccc([N+](=O)[O-])c(O)c1
  NSD2 inh: 7.2

> Cc1cnc(SCc2cnc(C)nc2N)nc1
  NSD2 inh: -2.7

> Cc1ccc(S(=O)(=O)Nc2cccc3c2O[C@@H](CN(C)C(=O)NC(C)C)[C@@H](C)CN([C@H](C)CO)C3=O)cc1
  NSD2 inh: 2.8

> C[C@@H]1CN([C@@H](C)CO)C(=O)c2cccc(NS(C)(=O)=O)c2O[C@H]1CN(C)C(=O)Nc1ccc(F)cc1
  NSD2 inh: -1.1

> C[C@H](CO)N1C[C@H](C)[C@H](CN(C)Cc2ccc(-c3ccccc3)cc2)Oc2c(NC(=O)C3CCCCC3)cccc2C1=O
  NSD2 inh: -1.5

> C[C@H](CO)N1C[C@H](C)[C@H](CN(C)C(=O)CC2CC2)Oc2cc(C#CC(C)(C)O)ccc2S1(=O)=O
  NSD2 inh: -68.7

> Cc1noc(C)c1NC(=O)Nc1cccc2c1O[C@@H](CN(C)S(=O)(=O)c1ccccc1)[C@@H](C)CN([C@H](C)CO)C2=O
  NSD2 inh: -0.9

> CC1=CCC(C(C)(C)O[C@@H]2O[C@H](COC(=O)c3cc(O)c(O)c(O)c3)[C@@H](O)[C@H](O)[C@H]2O)CC1 (stereo partly drawn)
  NSD2 inh: 32.9

> O=C(C[C@H]1CC[C@H](NC(=O)c2cccc(F)c2)[C@H](CO)O1)NCc1ccc(Oc2ccccc2)cc1
  NSD2 inh: 1.6

> C[C@H]1CN([C@@H](C)CO)C(=O)c2cccc(NC(=O)NC3CCCCC3)c2O[C@H]1CN(C)Cc1ccc(Cl)c(Cl)c1
  NSD2 inh: -4.0

> O=C(N[C@H]1CC[C@H](CC(=O)N2CCN(c3ccccc3)CC2)O[C@@H]1CO)c1ccncc1
  NSD2 inh: 5.9

> CC(=O)N(C)C[C@@H]1Oc2ncc(C#Cc3ccc(F)cc3)cc2C(=O)N([C@H](C)CO)C[C@@H]1C
  NSD2 inh: -2.3

> C[C@H]1CCCCO[C@@H](CN(C)S(=O)(=O)c2ccccc2)[C@@H](C)CN([C@@H](C)CO)C(=O)c2cc(NS(=O)(=O)c3ccccc3)ccc2O1
  NSD2 inh: 2.1

> C[C@@H]1CN([C@H](C)CO)C(=O)c2cc(C#CC3CC3)cnc2O[C@H]1CN(C)Cc1ccncc1
  NSD2 inh: 4.2

> C[C@@H]1CN([C@@H](C)CO)C(=O)c2ccccc2-c2ccccc2CO[C@@H]1CN(C)C(=O)NC1CCCCC1
  NSD2 inh: 5.6

> C[C@@H]1CN([C@H](C)CO)C(=O)c2cc(/C=C/c3ccccc3)cnc2O[C@H]1CN(C)Cc1cncnc1
  NSD2 inh: 4.7

> C[C@@H]1CN([C@H](C)CO)C(=O)c2cc(NC(=O)Nc3ccc(F)cc3)ccc2O[C@@H]1CN(C)C
  NSD2 inh: 2.7

> C[C@H]1CN([C@@H](C)CO)C(=O)c2cc(NC(=O)CCC(F)(F)F)ccc2O[C@@H]1CN(C)S(=O)(=O)c1ccc(Cl)cc1
  NSD2 inh: -2.1

> C[C@H]1CN([C@@H](C)CO)S(=O)(=O)c2ccc(-c3cncnc3)cc2O[C@H]1CN(C)Cc1ccncc1
  NSD2 inh: -3.6

> COCC#Cc1ccc2c(c1)O[C@@H](CN(C)CC1CCOCC1)[C@H](C)CN([C@H](C)CO)S2(=O)=O
  NSD2 inh: 3.5

> C[C@H]1CN([C@@H](C)CO)C(=O)c2cccc(NS(C)(=O)=O)c2O[C@H]1CN(C)C(=O)Nc1cccc2ccccc12
  NSD2 inh: 5.9

> C[C@H]1CN([C@@H](C)CO)C(=O)c2cc(NC(=O)CCN3CCOCC3)ccc2O[C@@H]1CN(C)C(=O)Nc1ccc2c(c1)OCO2
  NSD2 inh: -135.1

> C/C=C/c1ccc2c(c1)O[C@@H](CN(C)Cc1ccncc1)[C@H](C)CN([C@H](C)CO)S2(=O)=O
  NSD2 inh: 2.6

> Cc1ccc(S(=O)(=O)Nc2ccc3c(c2)CC(=O)N([C@@H](C)CO)C[C@@H](C)[C@@H](CN(C)S(=O)(=O)c2ccccc2)O3)cc1
  NSD2 inh: 5.6

> CC(C)(C)NC(=O)[C@@H]1C[C@@H]2CCCC[C@@H]2CN1C[C@@H](O)[C@H](Cc1ccccc1)NC(=O)[C@H](CC(N)=O)NC(=O)c1ccc2ccccc2n1
  NSD2 inh: -2.4

> C[C@@H]1CN([C@@H](C)CO)C(=O)Cc2cc(NC(=O)Nc3ccccc3)ccc2O[C@H]1CN(C)C(=O)Nc1ccc(F)cc1
  NSD2 inh: -6.3

> C[C@H]1CN([C@@H](C)CO)C(=O)c2cc(NC(=O)Nc3cccc4ccccc34)ccc2O[C@@H]1CN(C)S(=O)(=O)c1ccc(Cl)cc1
  NSD2 inh: -3.6

> C[C@@H]1CCCCO[C@H](CN(C)C(=O)Nc2ccc3c(c2)OCO3)[C@H](C)CN([C@H](C)CO)C(=O)c2cc(NS(C)(=O)=O)ccc2O1
  NSD2 inh: 3.3

> COc1ccc([C@@H]2C=C(C(=O)NCc3ccccc3)O[C@H](OCc3ccc(CO)cc3)C2)cc1
  NSD2 inh: 2.6

> Cc1ccc(S(=O)(=O)N(C)C[C@@H]2Oc3ccc(NC(=O)Cc4ccccc4)cc3CC(=O)N([C@@H](C)CO)C[C@H]2C)cc1
  NSD2 inh: -2.3

> C[C@@H]1CCCCO[C@H](CN(C)C(=O)Nc2ccc(C(F)(F)F)cc2)[C@H](C)CN([C@@H](C)CO)C(=O)c2cc(NC(=O)c3ccccc3)ccc2O1
  NSD2 inh: -7.2

> C[C@@H]1CN([C@H](C)CO)C(=O)c2cc(NC(=O)Nc3ccccc3)ccc2O[C@@H](C)CCCCO[C@@H]1CN(C)CC1CCCCC1
  NSD2 inh: 4.2

> COc1ccc([Si](C)(C)[C@H]2[C@H](CCn3cc([C@H](O)c4ccccc4)nn3)O[C@@]3(C(=O)N(C)c4c(Br)cc(C)cc43)[C@@H]2C)cc1
  NSD2 inh: -5.4

> COc1ccc(S(=O)(=O)Nc2ccc3c(c2)C(=O)N([C@H](C)CO)C[C@@H](C)[C@@H](CN(C)C(=O)Nc2c(C)noc2C)OCCCC[C@@H](C)O3)cc1
  NSD2 inh: 3.9

> C[C@@H]1CCCCO[C@H](CN(C)S(=O)(=O)c2cn(C)cn2)[C@H](C)CN([C@@H](C)CO)C(=O)c2cc(NC(=O)Nc3ccccc3)ccc2O1
  NSD2 inh: -2.3

> Cc1ccc(-c2ccc3c(c2)O[C@@H](CN(C)Cc2ccc(C(=O)O)cc2)[C@H](C)CN([C@@H](C)CO)S3(=O)=O)cc1
  NSD2 inh: 4.2

> Cn1cc(/C=N/NC(=O)CCCCCCC(=O)Nc2ccccc2O)c2ccccc21
  NSD2 inh: -4.1

> C[C@@H]1CN([C@H](C)CO)C(=O)c2cc(C#CC3(O)CCCC3)cnc2O[C@@H]1CN(C)C(=O)CC1CC1
  NSD2 inh: 2.6

> C=CC(CO)NS(=O)(=O)c1ccc(Br)cc1 (stereo not drawn)
  NSD2 inh: -3.8

> O=C(O)c1cc2ncc(CCO)cn2n1
  NSD2 inh: -3.7

> O=C(C1=C[C@@H](c2coc3ccccc3c2=O)C[C@@H](OCc2ccc(CO)cc2)O1)N1CCOCC1
  NSD2 inh: 1.5

> C[C@@H]1CN([C@@H](C)CO)C(=O)c2cc(NS(=O)(=O)c3cn(C)cn3)ccc2O[C@@H]1CN(C)Cc1ccc(C(=O)Nc2ccccc2N)cc1
  NSD2 inh: -0.7

> C[C@@H]1CN([C@@H](C)CO)C(=O)c2cc(C#Cc3cccnc3)cnc2O[C@H]1CN(C)Cc1ccc(F)cc1
  NSD2 inh: 1.8

> C[C@H](CO)N1C[C@H](C)[C@@H](CN(C)Cc2ccc(C(=O)O)cc2)OCCCC[C@H](C)Oc2ccc(NC(=O)Nc3cccc4ccccc34)cc2C1=O
  NSD2 inh: 0.2

> Cc1ccc(C(C)C)c(OCC(=O)/C=C2\Sc3ccccc3N2C)c1
  NSD2 inh: -9.0

> C[C@H]1CN([C@@H](C)CO)C(=O)Cc2cc(NC(=O)Nc3ccc(C(F)(F)F)cc3)ccc2O[C@@H]1CN(C)S(=O)(=O)c1ccc(Cl)cc1
  NSD2 inh: 0.0

> C[C@H]1CCCCO[C@@H](CN(C)C)[C@@H](C)CN([C@@H](C)CO)C(=O)c2cc(NC(=O)CCC(F)(F)F)ccc2O1
  NSD2 inh: -5.7

> CCCN(C)C[C@@H]1Oc2cc(-c3cccc(C#N)c3)ccc2S(=O)(=O)N([C@@H](C)CO)C[C@@H]1C
  NSD2 inh: -3.0

> C[C@H]1CN([C@@H](C)CO)C(=O)c2cc(NC(=O)Cc3cn(C)c4ccccc34)ccc2O[C@@H]1CN(C)C(=O)Nc1ccc(F)cc1
  NSD2 inh: 0.7

> Cc1ccc(NC(=O)c2cccc(N(C)C)c2)cc1NC(=O)c1ccc(O)cc1
  NSD2 inh: 0.5

> C[C@@H]1CN([C@H](C)CO)C(=O)c2cc(-c3ccc(C(=O)N(C)C)cc3)cnc2O[C@H]1CN(C)C(=O)CN(C)C
  NSD2 inh: 7.9

> C[C@H]1CN([C@@H](C)CO)C(=O)c2cc(C#CC3CC3)cnc2O[C@H]1CN(C)Cc1ccccc1C(=O)O
  NSD2 inh: 8.3

> C[C@@H]1CCCCO[C@H](CN(C)C(=O)CCCN(C)C)[C@H](C)CN([C@@H](C)CO)C(=O)c2cc(NS(=O)(=O)c3ccccc3)ccc2O1
  NSD2 inh: -3.3

> COc1ccc(NC(=O)Nc2cccc3c2O[C@@H](CN(C)Cc2ccccc2)[C@H](C)CN([C@@H](C)CO)C3=O)cc1
  NSD2 inh: 12.7

> C[C@@H]1CCCCO[C@@H](CN(C)S(=O)(=O)c2ccc(F)cc2)[C@@H](C)CN([C@H](C)CO)C(=O)c2cc(NC(=O)Cc3ccccc3)ccc2O1
  NSD2 inh: -1.0

> COc1ccc(S(=O)(=O)Nc2ccc3c(c2)C(=O)N([C@@H](C)CO)C[C@@H](C)[C@@H](CN(C)Cc2ccccc2)OCCCC[C@@H](C)O3)cc1
  NSD2 inh: 24.7

> CC1CC(=O)c2c(ccc3c2C(=O)c2c(O[C@@H]4O[C@@H](C)[C@H](O)[C@@H](O)[C@H]4O)cccc2C3=O)C1 (stereo partly drawn)
  NSD2 inh: -4.5

> NC(N)=NCCNS(=O)(=O)c1cccc2cnccc12
  NSD2 inh: 1.4

> C[C@@H]1CCCCO[C@@H](CN(C)C)[C@@H](C)CN([C@H](C)CO)C(=O)c2cc(NS(=O)(=O)c3cn(C)cn3)ccc2O1
  NSD2 inh: u

> CNC[C@@H]1Oc2ccc(NC(=O)CCN3CCOCC3)cc2C(=O)N([C@@H](C)CO)C[C@H]1C
  NSD2 inh: -2.3

> CCC(=O)N(C)C[C@H]1Oc2cc(/C=C/c3ccccc3)ccc2S(=O)(=O)N([C@H](C)CO)C[C@H]1C
  NSD2 inh: 1.9

> Cc1noc(C)c1NC(=O)Nc1ccc2c(c1)C(=O)N([C@@H](C)CO)C[C@@H](C)[C@@H](CN(C)C(=O)CCCN(C)C)OCCCC[C@@H](C)O2
  NSD2 inh: 5.7

> C[C@H](CO)N1C[C@H](C)[C@H](CN(C)S(C)(=O)=O)Oc2ncc(Br)cc2C1=O
  NSD2 inh: 0.9

> C[C@@H]1CN([C@@H](C)CO)S(=O)(=O)c2ccc(-c3ccccc3)cc2O[C@@H]1CN(C)S(=O)(=O)c1ccccc1F
  NSD2 inh: 2.6

> O=C(C1=C[C@@H](C2CC2)C[C@@H](OCc2ccc(CO)cc2)O1)N1CCCCCCC1
  NSD2 inh: -1.7

> COc1cccc(-c2cnc3c(c2)C(=O)N([C@H](C)CO)C[C@H](C)[C@@H](CN(C)Cc2cccnc2)O3)c1
  NSD2 inh: 1.4

> CC(C)NC(=O)Nc1ccc2c(c1)CC(=O)N([C@H](C)CO)C[C@H](C)[C@H](CN(C)S(=O)(=O)c1ccc(Cl)cc1)O2
  NSD2 inh: 6.6

> Cc1c(C(=O)NN2CCOCC2)nn(-c2ccc(Cl)cc2Cl)c1-c1ccc(I)cc1
  NSD2 inh: 0.4

> C[C@@H]1CN([C@@H](C)CO)S(=O)(=O)c2ccc(C#CC3CC3)cc2O[C@H]1CN(C)C(=O)c1ccncc1
  NSD2 inh: 0.7

> Cc1ccc(S(=O)(=O)N(C)C[C@@H]2Oc3ccc(NC(=O)Nc4ccc(C(F)(F)F)cc4)cc3CC(=O)N([C@H](C)CO)C[C@H]2C)cc1
  NSD2 inh: -5.6

> C[C@@H]1CN([C@@H](C)CO)C(=O)c2cc(NC(=O)NC3CCCCC3)ccc2O[C@@H](C)CCCCO[C@@H]1CN(C)S(=O)(=O)c1ccc(F)cc1
  NSD2 inh: -1.6

> C[C@@H]1CN([C@@H](C)CO)S(=O)(=O)c2ccc(-c3ccccc3)cc2O[C@H]1CN(C)Cc1ccccc1C(=O)O
  NSD2 inh: -3.3

> C[C@H](CO)N1C[C@H](C)[C@H](CN(C)S(=O)(=O)c2ccc(F)cc2)Oc2ncc(-c3ccccc3)cc2C1=O
  NSD2 inh: -7.0

> Cc1noc(C)c1NC(=O)N(C)C[C@@H]1Oc2ccc(NC(=O)c3ccncc3)cc2C(=O)N([C@@H](C)CO)C[C@H]1C
  NSD2 inh: 5.3

Sorted by formula weight (rising): part of the list above
> C[C@@H]1CN([C@@H](C)CO)S(=O)(=O)c2ccc(C#CC3CC3)cc2O[C@H]1CN(C)C(=O)c1ccncc1
  NSD2 inh: 0.7

> C[C@H](CO)N1C[C@H](C)[C@H](CN(C)S(=O)(=O)c2ccc(F)cc2)Oc2ncc(-c3ccccc3)cc2C1=O
  NSD2 inh: -7.0

> Cc1c(C(=O)NN2CCOCC2)nn(-c2ccc(Cl)cc2Cl)c1-c1ccc(I)cc1
  NSD2 inh: 0.4

> Cc1ccc(S(=O)(=O)N(C)C[C@@H]2Oc3ccc(NC(=O)Nc4ccc(C(F)(F)F)cc4)cc3CC(=O)N([C@H](C)CO)C[C@H]2C)cc1
  NSD2 inh: -5.6

Source: PubChem (Broad Institute)

Only part of the results is shown, so the mix of outcomes need not match the whole.
